Screening data (PubChem BioAssay)
DPM-DC inhibit – S. pneumoniae DPM-DC inhibition; AID 556; purified DPM-DC, PK/LDH coupled NADH fluorescence; 65,000 compounds, 0.49% hits; calls only at 10 µM;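 active = the 320 compounds with the highest percent inhibition in the single-dose primary screen, excluding strongly autofluorescent ones, cut at about 32% in these data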;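 also: kinetic rate of NADH fluorescence loss reporting ADP formed by the decarboxylase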
LYP phosphatase – LYP phosphatase inhibitors, primary screen, biochemical, DiFMUP fluorescence, recombinant catalytic domain, 10 µM (AID 606) | recombinant LYP catalytic domain, DiFMUP fluorescence; higher % means a stronger effect | one-dose inhibition, % at 10 µM; IC50 in µM for titrated hits | 52,000 tested, under 10 active;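 active = IC50 under 40 µM in the dose-response test; inactive = IC50 of 40 µM or more, or never dose-tested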
HT1080 cytotoxicity – HT1080 cell viability loss – fluorescence readout (AID 620); HT1080 viability, fluorescence; higher % means a stronger effect; cytotoxicity, % at 10 µM, or EC50 in µM where a hit was titrated; 87,000 compounds, 0.42% hits;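 also: cells exposed to compound overnight then 4 h with Alamar Blue; 0% = vehicle DMSO and 100% = killing control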
Spn PMK inh – inhibitors of Streptococcus pneumoniae phosphomevalonate kinase. AID 539. 65,000 compounds, 0.49% hits. purified PMK, PK/LDH-coupled NADH absorbance 340 nm. inhibition, % at 10 µM;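 active = top-ranked compounds by inhibition in the single 10 µM screen, taking a fixed number of the strongest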;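 also: 0% = full reaction with DMSO carrier and 100% = background rate without enzyme reaction; no value below 0 was filed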
HPDE-C7K KRASV12 – viability loss of HPDE-C7K cells – cell-based, fluorescence, HTS, primary screen (AID 431) | one-dose cytotoxicity, % at 10 µM; EC50 in µM for titrated hits | HPDE-C7K KRASV12 cells, Alamar Blue viability, 48 h; higher % means a stronger effect | 63,000 compounds, 1.7% hits;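 active = compounds whose percent cytotoxicity in the single-dose primary screen, scaled between solvent and toxic-drug controls, exceeds 50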;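 also: 0% = DMSO solvent wells and 100% = doxorubicin-treated wells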
Alkaline phosphatase – inhibition of tissue-nonspecific alkaline phosphatase – biochemical, luminescent (AID 518); purified TNAP enzyme, luminescent substrate readout; higher % means a stronger effect; inhibition, % at 20 µM; hits with a dose series show IC50 in µM; 64,000 compounds, 0.09% hits; in the data active = a potency from the dose series; inactive = the rest, 99 in 100 with inhibition below about 22%;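 also: plate controls were vehicle for no effect and reference inhibitor for full effect; many of its hits are not listed in these tables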
Bfl-1 displacement – Bfl-1 inhibitors, primary screen, biochemical, fluorescence polarization, FITC-Bid, mouse (AID 432); FITC-Bid BH3 peptide fluorescence polarization displacement; higher % means a stronger effect; displacement, % at 20 µM, or IC50 in µM where a hit was titrated; 64,000 compounds, 0.02% hits; in the data active = a potency from the dose series; inactive = the rest, 99 in 100 with displacement below about 15%; also: strong numbers were not always called active
Spn MK inh – blocks S. pneumoniae mevalonate kinase. 65,000 compounds, 0.48% hits. inhibition, % at 10 µM. AID 555. purified MK, PK/LDH-coupled NADH absorbance 340 nm;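 active = ranked among the strongest by inhibition in the single 10 µM screen, a fixed top-ranked set picked for dose follow-up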; also: no value below 0 was filed
HPDE-C7 viability – cytotoxicity in HPDE-C7 cells, cell-based, fluorescence, HTS (AID 430) | HPDE-C7 pancreatic duct cells viability, fluorescence; higher % means a stronger effect | one-dose cytotoxicity, % at 10 µM; EC50 in µM for titrated hits | 63,000 compounds, 1.8% hits;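 also: cells exposed to compound for 48 hours before viability readout; 0% = vehicle and 100% = reference cytotoxic drug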
Spn PMK inh pilot replicates – further read-out of Spn PMK inh, marked with its call; inhibition, %; measured here: pilot screen replicates
Spn MK inh pilot replicates – also measured in Spn MK inh; calls as there; inhibition, %; measured here: pilot screen replicates
DPM-DC inhibit pilot screen % – further read-out of DPM-DC inhibit, marked with its call; inhibition, %; measured here: pilot screen trials
* hit, by the source's call; i = inactive; nt = not tested or not shown. Rule as the data show it, unless noted: active = cytotoxicity above about 50%; inactive = the rest.

SMILES | DPM-DC inhibit | LYP phosphatase | HT1080 cytotoxicity | Spn PMK inh | HPDE-C7K KRASV12 | Alkaline phosphatase | Bfl-1 displacement | Spn MK inh | HPDE-C7 viability | others
Cc1ccc(N(C(C)C(=O)Nc2ccc(S(=O)(=O)N3CCOCC3)cc2)S(C)(=O)=O)cc1C (stereo not drawn) | i | 14% | 3% | 8 | 4% | 6% | -13% | 0 | -7%
COCc1cc(=O)[nH]c(/N=C(\N)Nc2ccc(C)cc2)n1 | i | 7% | 5% | 9 | -11% | -29% | -3% | 9 | -18%
O=C(CCC(=O)c1cccs1)OCc1nnc(-c2ccccc2)o1 | i | -1% | 3% | 9 | -6% | 0% | -10% | 0 | -6%
CCCS(=O)(=O)N1CCC(C(=O)NCCN2CCCC2)CC1 | i | 5% | 4% | 7 | -4% | 3% | 5% | 0 | 2% | Spn PMK inh pilot replicates=0.0;Spn MK inh pilot replicates=0.0;DPM-DC inhibit pilot screen %=0.0
CC(=O)Nc1ccc(NCC(O)COc2ccccc2)cc1 (stereo not drawn) | i | 20% | -6% | 0 | 0% | 5% | 10% | 3 | 1%
COc1cccc(C(=O)Nc2c3c(nn2-c2cccc(C)c2C)CS(=O)(=O)C3)c1OC | i | -14% | 1% | 18 | -4% | 11% | -22% | 1 | -4%
CC(C(=O)Nc1ccc(C(=O)O)cc1)N1C(=O)c2ccccc2C1=O (stereo not drawn) | i | 7% | -3% | 0 | 7% | -3% | -2% | 4 | -9%
COC(=O)CN1C(=O)C(O)(CC(=O)c2ccc(C)o2)c2ccccc21 (stereo not drawn) | i | 5% | -38% | 4 | -19% | -9% | -4% | 0 | -18%
COc1ccc(OC)c(CN2CCCC(C(=O)N3CCCCC3)C2)c1 (stereo not drawn) | i | nt | 8% | 6 | 13% | 4% | -2% | 0 | 2%
CCN(CC)S(=O)(=O)c1ccc2nc(NC(=O)c3cccs3)sc2c1 | i | -2% | -2% | 5 | nt | nt | nt | 0 | nt
O=C(NCc1cccs1)C1CCCN(c2ncccn2)C1 (stereo not drawn) | i | -15% | 11% | 7 | 12% | 2% | -7% | 0 | -9% | Spn PMK inh pilot replicates=2.0;Spn MK inh pilot replicates=1.5;DPM-DC inhibit pilot screen %=3.5
C#CCN1C(=O)C2C(C(=O)NC)C3C=CC2(O3)C1C(=O)NCc1ccc(OC)cc1 (stereo not drawn) | i | 8% | 4% | 0 | 7% | 15% | 36% | 5 | -2%
CCCn1nc(C(=O)NCc2ccccn2)c2ccccc2c1=O | i | nt | -1% | 19 | 5% | 4% | -2% | 0 | 3%
COc1ccc(OC)c(C2C(C#N)=C(N)Oc3cc(C)n(Cc4ccccn4)c(=O)c32)c1 (stereo not drawn) | i | 10% | -5% | 0 | -5% | 11% | -4% | 2 | -8%
CCN(CC)C(=O)CSc1nc2ccccc2c(=O)n1OC | i | nt | 0% | 11 | -6% | 3% | 1% | 0 | 11%
Cc1cc(-c2ccccc2)nc2[n+]1CCN2C | i | 0% | 0% | 12 | 3% | 4% | 1% | 3 | 0%
O=C(CSc1nc2ccccc2o1)Nc1ccc(N2CCOCC2)cc1 | i | nt | -2% | 5 | -19% | 5% | 2% | 1 | -13%
O=c1cc(-c2ccccc2)c2ccc(O)c(CN3CCCCC3)c2o1 | i | 0% | 11% | 4 | -11% | 0% | -3% | 2 | -6%
O=C(CSc1nnc(-c2cccs2)o1)N1CCCc2ccccc21 | i | 18% | 10% | 0 | -8% | 7% | -4% | 0 | -18%
CCOC(=O)C1CCN(C(=O)CS(=O)Cc2nc(-c3ccc(C)cc3)oc2C)CC1 (stereo not drawn) | i | 7% | -4% | 7 | 4% | 6% | 1% | 10 | -7%
O=C(N1CCOCC1)N(CCN1CCOCC1)Cc1cccc(Cl)c1 | i | 2% | 2% | 0 | -4% | 8% | 2% | 4 | -4%
Cc1cc(NC(=O)CCc2ccc(S(=O)(=O)N3CCOCC3)cc2)n(-c2ccccc2)n1 | i | 7% | nt | 0 | 6% | 12% | 1% | 12 | -3%
Nn1c(SCC(=O)Nc2ccccc2F)nc2ccccc2c1=O | i | -5% | -1% | 7 | -18% | 10% | 1% | 3 | -7%
CC(=O)NC(CCS(C)(=O)=O)C(=O)Nc1ccccc1Cl (stereo not drawn) | i | 2% | 31% | 8 | 1% | 4% | -7% | 8 | -4%
CC1Cc2ccccc2N1c1ncnc2nc[nH]c12 (stereo not drawn) | i | 7% | nt | 8 | 4% | -16% | -1% | 12 | -4%
CCOC(=O)C1CCN(c2ncnc3c2cnn3-c2ccc(Cl)cc2)CC1 | i | 6% | -12% | 4 | 1% | -3% | -5% | 13 | 12%
CC(C)NS(=O)(=O)c1ccc(CCC(=O)NCc2cccnc2)cc1 | i | nt | 2% | 7 | -11% | 5% | 5% | 2 | -12%
COc1ccc(N(CC(=O)Nc2ccc(C)cn2)S(=O)(=O)c2c(C)nn(C)c2C)cc1 | i | -12% | 2% | 10 | -1% | 7% | 0% | 7 | -1%
CCOC(=O)c1[nH]c(C)c(C(=O)Nc2ccc(F)cc2)c1C | i | -8% | -9% | 0 | -5% | 3% | 0% | 2 | -4%
COc1ccccc1N1CCN(C(=O)CCCCn2c(=O)[nH]c3ccsc3c2=O)CC1 | i | 5% | -1% | 0 | 2% | 9% | 0% | 7 | -15%
C=CCN1C(=O)CSc2ccc(C(=O)NCc3ccco3)cc21 | i | 8% | -5% | 17 | -12% | 6% | 2% | 1 | -20%
O=c1[nH]c2cccnc2n1Cc1ccco1 | i | 11% | 15% | 15 | 0% | 21% | 1% | 0 | -6% | Spn PMK inh pilot replicates=2.5;Spn MK inh pilot replicates=1.0;DPM-DC inhibit pilot screen %=5.5
COC(=O)NCC(c1cccnc1)N1CCOCC1 (stereo not drawn) | i | 0% | 3% | 2 | 18% | 10% | 3% | 0 | -1% | Spn PMK inh pilot replicates=0.0;Spn MK inh pilot replicates=2.0;DPM-DC inhibit pilot screen %=0.5
O=C(Cc1cccs1)Nc1ccc(N2CCOCC2)cc1 | i | 4% | -4% | 0 | 4% | 11% | -9% | 5 | -15%
COc1cc(NC(=O)CN(c2ccc(C)cc2)S(=O)(=O)c2c(C)n[nH]c2C)cc(OC)c1 | i | nt | 0% | 0 | 0% | -2% | -8% | 5 | -6%
O=C(c1scc2c1CCCC2)N1CCOCC1 | i | nt | -1% | 13 | -6% | 12% | -3% | 9 | -8%
CCOC(=O)Cn1nc(C)c(-c2ccccc2)c1N | i | 6% | 2% | 11 | -5% | 8% | -6% | 6 | -9%
CCOC(=O)N1CCN(C(=O)c2ccc3c(=O)n(CCOC)c(=O)[nH]c3c2)CC1 | i | nt | 4% | 0 | -5% | 5% | -9% | 9 | -9%
COc1nc2ccccc2cc1-c1noc(-c2cccnc2)n1 | i | 12% | 2% | 13 | -22% | 7% | -4% | 7 | -11%
COc1ccccc1CNC(=O)COc1ccccc1OC | i | 1% | -5% | 3 | 8% | 5% | -3% | 6 | 1%
COc1cc2c(cc1OC)CN(c1ccc(-c3ccccc3OC)nn1)CC2 | i | 11% | 5% | 2 | 4% | 11% | -7% | 3 | 1%
Cc1cc(=O)[nH]c(SCC(=O)N2CCCCCC2)n1 | i | 8% | 2% | 16 | -11% | 12% | -1% | 0 | -6%
O=C(Cn1ccc(C(F)(F)F)n1)Nc1ccc(S(=O)(=O)NCc2ccco2)cc1 | i | 9% | -8% | 11 | -5% | 3% | 2% | 2 | 6%
CCc1nnc(NC(=O)CN2CCOCC2)s1 | i | nt | 2% | 4 | 8% | 2% | 3% | 5 | 0%
O=C(Nc1nccs1)C1(S(=O)(=O)c2ccc(Cl)cc2)CC1 | i | -2% | -5% | 10 | 3% | 1% | -5% | 3 | -5%

Four compounds picked at random from the list so far, as already listed:
SMILES | DPM-DC inhibit | LYP phosphatase | HT1080 cytotoxicity | Spn PMK inh | HPDE-C7K KRASV12 | Alkaline phosphatase | Bfl-1 displacement | Spn MK inh | HPDE-C7 viability | others
CCc1nnc(NC(=O)CN2CCOCC2)s1 | i | nt | 2% | 4 | 8% | 2% | 3% | 5 | 0%
C=CCN1C(=O)CSc2ccc(C(=O)NCc3ccco3)cc21 | i | 8% | -5% | 17 | -12% | 6% | 2% | 1 | -20%
COc1ccccc1CNC(=O)COc1ccccc1OC | i | 1% | -5% | 3 | 8% | 5% | -3% | 6 | 1%
COC(=O)NCC(c1cccnc1)N1CCOCC1 (stereo not drawn) | i | 0% | 3% | 2 | 18% | 10% | 3% | 0 | -1% | Spn PMK inh pilot replicates=0.0;Spn MK inh pilot replicates=2.0;DPM-DC inhibit pilot screen %=0.5

Next entries follow.
SMILES | DPM-DC inhibit | LYP phosphatase | HT1080 cytotoxicity | Spn PMK inh | HPDE-C7K KRASV12 | Alkaline phosphatase | Bfl-1 displacement | Spn MK inh | HPDE-C7 viability | others
CCOC(=O)C(c1ccccc1)N1CCN(c2ccc(OC)cc2)CC1 (stereo not drawn) | i | 16% | -19% | 0 | -15% | 5% | -4% | 9 | -8%
COc1ccc(S(=O)(=O)N2CCC(C(=O)NC3CC3)CC2)cc1Cl | i | 15% | 3% | 4 | -12% | 6% | -10% | 6 | -12%
CC(C)Sc1nc2c(c(=O)[nH]c(=O)n2C)n1Cc1ccc(Cl)cc1 | i | 8% | -6% | 11 | -1% | 8% | -3% | 13 | 0%
CC(=O)c1ccccc1OCCn1nnc(-c2ccc(C)cc2)n1 | i | 12% | -13% | 6 | -20% | 13% | 3% | 0 | 6% | Spn PMK inh pilot replicates=1.5;Spn MK inh pilot replicates=0.0;DPM-DC inhibit pilot screen %=0.5
Cc1csc2nc(CNS(=O)(=O)c3ccc4c(c3)OCCO4)cn12 | i | nt | -5% | 1 | -6% | 7% | -2% | 1 | -30%
CCOc1ccc(-n2c(SCc3nc(-c4cccs4)no3)nnc2-c2ccncc2)cc1 | i | -20% | 10% | 2 | -6% | 3% | -12% | 8 | -9%
O=C(NCC(c1cccnc1)N1CCN(c2ccc(F)cc2)CC1)c1ccccc1 (stereo not drawn) | i | 0% | 1% | 15 | 0% | 3% | -2% | 6 | 1%
N=c1c(C(=O)NC2CCCC2)cc2c(=O)n3ccccc3nc2n1CCN1CCOCC1 | nt | -6% | 2% | 0 | -8% | 6% | -8% | 10 | -3%
Cc1onc(-c2ccccc2Cl)c1C(=O)Nc1nnc(C(C)C)s1 | i | 6% | -7% | 2 | 0% | 21% | 3% | 2 | -2%
CC(=O)Nc1nnc(SCc2cccc(F)c2)s1 | i | nt | 0% | 2 | -4% | 6% | 8% | 14 | 3%
Cc1ccc(C)c(S(=O)(=O)NC(CCC(N)=O)C(=O)O)c1 (stereo not drawn) | i | 15% | -6% | 0 | 5% | 11% | -5% | 11 | 1%
COc1cc(C(=S)N2CCCC2)cc(Cl)c1O | i | 1% | -2% | 2 | -4% | 14% | -8% | 2 | -4%
O=c1oc2ccccc2c(O)c1/C=N/c1ccccn1 | i | 15% | -3% | 18 | 40% | 2% | -10% | 0 | 30%
